Bioassay records (PubChem BioAssay)
PfHsp40 yeast – compounds rescuing yeast from Plasmodium falciparum HSP40 toxicity; S. cerevisiae expressing PfHsp40, growth rescue, ATP luminescence; growth rescue, % at 12.5 µM; 340,000 compounds, 0.68% hits; in the data active = growth rescue above about 28%, passing the limit was not always enough; inconclusive = no clear call, values can overlap the other calls;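 also: yeast W303a lacking pdr1 and pdr3 grown in galactose medium; growth measured after three days at 30 °C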
Anthrax LF prot – inhibitors of Bacillus anthracis lethal factor protease; P15917; multiplex microsphere protease cleavage assay, LF; inhibition, % at 10 µM; 360,000 compounds, 0.12% hits; in the data active = inhibition above about 30%; inconclusive = no clear call, values can overlap the other calls; also: plate controls were buffer without enzyme for full effect and enzyme alone for no effect
Target sequence (P15917 whole entry, looked up): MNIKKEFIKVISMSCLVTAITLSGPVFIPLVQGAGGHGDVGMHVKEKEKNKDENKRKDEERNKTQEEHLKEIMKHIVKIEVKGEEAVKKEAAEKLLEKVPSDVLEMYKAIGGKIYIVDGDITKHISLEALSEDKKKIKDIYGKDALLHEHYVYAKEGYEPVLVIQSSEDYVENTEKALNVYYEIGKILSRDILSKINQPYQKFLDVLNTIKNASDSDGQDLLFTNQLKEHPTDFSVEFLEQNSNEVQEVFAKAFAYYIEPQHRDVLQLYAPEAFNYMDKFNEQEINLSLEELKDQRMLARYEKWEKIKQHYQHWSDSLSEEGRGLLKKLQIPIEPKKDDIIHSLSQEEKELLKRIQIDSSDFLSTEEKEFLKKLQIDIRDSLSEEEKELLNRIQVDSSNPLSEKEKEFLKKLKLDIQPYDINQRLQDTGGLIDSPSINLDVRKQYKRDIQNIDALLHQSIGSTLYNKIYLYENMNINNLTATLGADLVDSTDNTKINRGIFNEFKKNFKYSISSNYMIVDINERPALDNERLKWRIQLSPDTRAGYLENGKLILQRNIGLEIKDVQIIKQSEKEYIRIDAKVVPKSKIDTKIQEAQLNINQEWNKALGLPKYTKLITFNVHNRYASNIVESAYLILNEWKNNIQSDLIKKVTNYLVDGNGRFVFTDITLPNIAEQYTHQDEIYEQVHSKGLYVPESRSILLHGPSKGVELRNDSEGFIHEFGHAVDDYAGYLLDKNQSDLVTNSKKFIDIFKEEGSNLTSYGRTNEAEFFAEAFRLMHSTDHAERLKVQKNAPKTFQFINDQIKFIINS
BH1578 lux ind – induces V. cholerae light production without autoinducers | V. cholerae BH1578 lux reporter, luminescence, 6 h | activation, % at 18.7 µM | 350,000 compounds, 0.16% hits | AID 588436; in the data active = activation mostly above about 9.7%, no sharp cut-off; inconclusive = no clear call, values can overlap the other calls; inactive = mostly below about 3.7%; also: not every result past the cut was called active; inactives centre near 0; reference of the scale not given here
MazF activator – MazEF (E. coli) toxin RNase activation. P0AE70. FAM/BHQ RNA-DNA oligo cleavage fluorescence, 5 h. activation, % at 20 µM. 350,000 compounds, 0.32% hits. AID 504720; in the data active = activation above about 50%
Target sequence (P0AE70 whole entry, looked up): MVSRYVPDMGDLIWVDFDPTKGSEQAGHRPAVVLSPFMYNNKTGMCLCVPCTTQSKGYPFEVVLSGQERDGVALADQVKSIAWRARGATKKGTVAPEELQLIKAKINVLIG
DUSP3 inh – inhibitors of human VHR1 phosphatase (DUSP3); recombinant VHR phosphatase, pNPP absorbance; inhibition, % at 13.3 µM; P51452; 290,000 compounds, 0.52% hits; in the data active = inhibition above about 50%; also: some compounds called inactive have numbers as strong as hits
Target sequence (P51452 whole entry, looked up): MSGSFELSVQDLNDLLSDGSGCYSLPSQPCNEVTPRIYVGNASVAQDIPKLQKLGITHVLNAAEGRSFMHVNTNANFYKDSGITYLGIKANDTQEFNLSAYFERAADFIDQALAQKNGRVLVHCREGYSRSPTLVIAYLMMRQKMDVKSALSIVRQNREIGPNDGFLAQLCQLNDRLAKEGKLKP
Yp Topo-I inh – inhibitors of Yersinia pestis topoisomerase I | Y. pestis Topo-I cleavage product accumulation, plate reader | activity, % at 10 µM | 360,000 compounds, 0.064% hits | AID 504884; in the data active = activity above about 50%, passing the limit was not always enough; inconclusive = no clear call, values can overlap the other calls; also: inactives centre near 2
3CLpro inhibitor – SARS-CoV 3CLpro protease inhibition; recombinant SARS-CoV 3CLpro, quenched FRET peptide cleavage; inhibition, % at 6 µM; 290,000 compounds, 0.14% hits; P0C6X7; AID 1706; in the data active = inhibition above about 12%
TcdB GH inh – TcdB glycohydrolase inhibition. P18177. TcdB glycohydrolase enzymatic assay, plate reader. inhibition, % at 9.99 µM. 350,000 compounds, 0.24% hits. AID 652162; in the data active = inhibition above about 10%
SSB-PriA inh – inhibitors of Klebsiella pneumoniae PriA binding to SSB C-terminal tail. AlphaScreen SSBct-PriA binding, biotinylated peptide. inhibition, % at 33 µM. 430,000 compounds, 0.6% hits; in the data active = inhibition mostly above about 37%, no sharp cut-off; inactive = mostly below about 20%;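 also: plate controls were negative control peptide for no effect and reference peptide for full effect; strong numbers were not always called active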
Rv3671c protease – inhibitors of M. tuberculosis serine protease Rv3671c. inhibition, % at 5.96 µM. 320,000 compounds, 0.048% hits. P9WHR9; in the data active = inhibition above about 38%;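 also: extracellular domain of Rv3671c used as enzyme; 0% = enzyme with DMSO and 100% = no enzyme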
* hit, by the source's call; i = inactive; ? = inconclusive; nt = no result given; & = joins results of further samples. A portion of the library; rates above refer to the full screens.

SMILES | PfHsp40 yeast | Anthrax LF prot | BH1578 lux ind | MazF activator | DUSP3 inh | Yp Topo-I inh | 3CLpro inhibitor | TcdB GH inh | SSB-PriA inh | Rv3671c protease
CCCCCC(=O)Nc1ccc2oc(-c3ccncc3)nc2c1 | 3.6 | -3 | 0.0 | 1 | 12 | 13 | 0 | nt | -17 | -3
COC(=O)Cc1c(O)ccn(Cc2ccc(Cl)c(Cl)c2)c1=O | -1.4 | -7 | -0.5 | 4 | 6 | -9 | 4 | 0.6 | -11 | 4
COc1ccc(CNc2nc(NCc3ccc(OC)cc3)n(S(C)(=O)=O)n2)cc1 | -1.8 | 3 | -0.7 | -5 | 0 | 8 | -2 | nt | -3 | 4
COCC(=O)Nc1c(C(=O)Nc2ccccc2OC)oc2ccccc12 | 0.0 | -2 | 2.7 | 6 | 13 | -2 | 1 | nt | -10 | -9
Cc1[nH]n(C)c(=O)c1N=Nc1ccc(S(C)(=O)=O)cc1 | -0.7 | 3 | 0.2 | -6 | 2 | 3 | -4 | 1.1 | -15 | 1
CN(CCCCN1CCOCC1)Cc1nc(-c2ccc3c(c2)OCO3)no1 | -2.8 | 0 | i | 5 | 22 | 16 | 3 | 1.6 | -8 | 3
Cc1c(Cl)cccc1S(=O)(=O)N1CCC(C(=O)NNC(=O)C2CC2)CC1 | -0.4 | -10 | -0.6 | 2 | 18 | 11 | 1 | 0.0 | -11 | -6
CC1(C)C(=O)Nc2ccccc2N1C(=O)CSc1ncccn1 | -0.6 | -3 | i | 11 | 22 | 8 | -1 | 0.6 | -2 | 6
CCCN1C(=O)c2ccccc2NC1c1ccc(Br)cc1 (stereo not drawn) | 2.9 | 4 | 1.1 | -11 | 2 | -5 | 6 | 2.3 | -2 | 4
Cc1ccc(C(=O)NC(C)C(c2cccs2)N2CCCC2)s1 (stereo not drawn) | 0.1 | -2 | i | 11 | 13 | -7 | -2 | 2.3 | -14 | -13
CCCc1nc2n[nH]c(N)c2c2c1CCC2 | -0.9 | 0 | -0.4 | -4 | 10 | 7 | 1 | nt | 0 | 1
CCC(C)Sc1ccc(-c2nc3ccccn3c2NCc2ccccc2)cc1OC (stereo not drawn) | 89* | -3 | -0.4 | 0 | nt | -6 | nt | nt | 2 | -2
Cc1cc(OC(C)C(=O)N/N=C/CC(C)c2ccccc2)ccc1Cl (stereo not drawn) | -1.0 | -3 | -2.6 | 4 | -10 | 34 | 2 | nt | nt | -1
O=C(Nc1ccc2c(c1)OCCO2)C1CCCN(c2ncccn2)C1 (stereo not drawn) | 0.2 | 0 | -1.2 | 3 | 21 | 0 | -3 | nt | -29 | -2
Cc1cccc(NC(=O)CSc2nc3nc(C)cc(C)n3n2)c1 | -0.9 | 0 | i | 13 | 26 | 2 | -8 | 0.3 | -9 | -6
COc1ccccc1NS(=O)(=O)c1cccc(NC(=O)Nc2ccc(Cl)cc2)c1 | 0.7 | -1 | -0.3 | 47 | 13 | -9 | 4 | -11 | -11 | -335
CCOC(=O)c1ccccc1NC(=O)Cc1ccc(S(=O)(=O)N2CCCC2)s1 | 0.7 | -1 | -1.3 | -8 | nt | 34 | nt | 2.5 | -16 | -4
COCC(C)N1CCC(n2nccc2NC(=O)c2ccccc2Cl)CC1 (stereo not drawn) | -0.1 | -4 | -0.6 | 3 | -11 | 2 | 0 | -9.7 | 6 | -2
CC(C)(C)C(C(=O)O)N1CCS(=O)(=O)CC1 (stereo not drawn) | 0.6 | -3 | -0.5 | 3 | 24 | -4 | -3 | -1.2 | -10 | 6
O=C(N/C=C/c1ccccc1)Nc1ccc(Cl)cc1 | -0.1 | -2 | -0.4 | 1 | 6 | -19 | 4 | nt | -2 | -140

5 consecutive entries from above, quoted:
SMILES | PfHsp40 yeast | Anthrax LF prot | BH1578 lux ind | MazF activator | DUSP3 inh | Yp Topo-I inh | 3CLpro inhibitor | TcdB GH inh | SSB-PriA inh | Rv3671c protease
COCC(=O)Nc1c(C(=O)Nc2ccccc2OC)oc2ccccc12 | 0.0 | -2 | 2.7 | 6 | 13 | -2 | 1 | nt | -10 | -9
Cc1[nH]n(C)c(=O)c1N=Nc1ccc(S(C)(=O)=O)cc1 | -0.7 | 3 | 0.2 | -6 | 2 | 3 | -4 | 1.1 | -15 | 1
CN(CCCCN1CCOCC1)Cc1nc(-c2ccc3c(c2)OCO3)no1 | -2.8 | 0 | i | 5 | 22 | 16 | 3 | 1.6 | -8 | 3
Cc1c(Cl)cccc1S(=O)(=O)N1CCC(C(=O)NNC(=O)C2CC2)CC1 | -0.4 | -10 | -0.6 | 2 | 18 | 11 | 1 | 0.0 | -11 | -6
CC1(C)C(=O)Nc2ccccc2N1C(=O)CSc1ncccn1 | -0.6 | -3 | i | 11 | 22 | 8 | -1 | 0.6 | -2 | 6

The list continues.
SMILES | PfHsp40 yeast | Anthrax LF prot | BH1578 lux ind | MazF activator | DUSP3 inh | Yp Topo-I inh | 3CLpro inhibitor | TcdB GH inh | SSB-PriA inh | Rv3671c protease
Nc1ccccc1C(=O)N1CCC(O)(c2ccc(Cl)cc2)CC1 | -1.2 | -1 | 0.8 | 0 | 11 | -13 | 3 | 1.4 | 5 | nt
CCN1CCN(C(=S)Nc2ccsc2C(=O)OC)CC1 | -0.5 | nt | i | -5 | -25 | -10 | -1 | 0.6 | -7 | 2
O=C(Oc1c(-c2ccccc2)c(=O)n2c3c(cccc13)CC2)c1ccc(Cl)cc1 | 3.8 | 3 | i | -4 | 9 | 6 | -8 | 1.0 | -12 | -7
O=C(NC(=S)NNS(=O)(=O)c1ccc(Cl)cc1)c1cccnc1 | -0.2 | -11 | -0.2 | 4 | 23 | 4 | 4 | 9.0 | -18 | -1
CCOC(=O)N1CCC(NC(=O)CSCc2nc(-c3ccc(C)cc3)oc2C)CC1 | 0.7 | -1 | i | 1 | -20 | 2 | -2 | 0.4 | 1 | -4
CCNCc1ccc(OCc2cccs2)c(OCC)c1 | 0.5 | -4 | -0.1 | 1 | 12 | 9 | 0 | 5.4 | -5 | 0
CC1C2Cn3c(nc4ccccc43)C1N(C(C)C)O2 (stereo not drawn) | -1.8 | 2 | -0.3 | -1 | 30 | 1 | nt | -0.1 | -13 | -14
Cc1ccc2cc3c(nc2c1)N(Cc1ccco1)CC3 | 1.3 | 0 | i | 4 | 21 | 12 | -2 | nt | -5 | 0
CCOc1ccc(NC(=O)C2CCCN(S(=O)(=O)c3c(C)nn(C)c3C)C2)cc1 (stereo not drawn) | -2.2 | -2 | -0.4 | -6 | 21 | -7 | -3 | 2.3 | -5 | 8
O=C(CN1CCN(Cc2ccccc2)CC1)N/N=C/C=C/c1ccco1 | -1.6 | -3 | i | 4 | -5 | 2 | 7 | nt | nt | 5
COc1ccc(NC(=O)Cn2c3ccccc3c3nc4n(c(=O)c32)CCS4)cc1 | 1.5 | -3 | i | 4 | 37 | -1 | -2 | -0.2 | -9 | -15
COCCNC(=O)CN1c2ccccc2CC1C (stereo not drawn) | 1.4 | 0 | i | -1 | -13 | 4 | 0 | nt | 3 | 9
CCc1ccc(S(=O)(=O)NCCc2cn3ccccc3n2)s1 | -1.0 | -5 | i | -9 | 19 | 0 | -1 | nt | -9&-6 | 9
Cc1cccc(NC(=O)CSc2nccn2Cc2ccco2)c1 | 0.8 | -1 | -0.2 | 1 | 30 | 12 | 7 | -0.2 | 3 | -1
CN1C(C(=O)N2CCC3(CC2)OCCO3)=CC(c2ccc(F)cc2)=NS1(=O)=O | 1.1 | 0 | -0.2 | -9 | 14 | 0 | -3 | 0.8 | -2 | 1
CC(NC(=O)CCNS(=O)(=O)c1ccccc1)c1ccccc1 (stereo not drawn) | 0.0 | 0 | -1.0 | 1 | -7 | 2 | -3 | 2.8 | -1 | 3
COc1ccc(/C(O)=C/Sc2nnc(Cc3ccccc3)o2)cc1 | 8.8 | -6 | i | -9 | 6 | -14 | 1 | nt | 2 | 4
CCc1nnc(NC(=O)CSc2nnc(-c3cc4ccccc4cc3O)n2CCOC)s1 | 0.1 | 5 | -6.0 | -2 | 15 | 19 | 1 | nt | -2 | 1
Cc1cccc2sc(NC(=O)C3CCCN(S(=O)(=O)c4cccc5nonc45)C3)nc12 (stereo not drawn) | -1.5 | 5 | 0.5 | 8 | 0 | -5 | -1 | nt | -20 | -12
COc1ccc(NC2=Nc3ccccc3N3C2=Nc2c(c(C)nn2-c2ccc(C)cc2)C3c2cccnc2)cc1 (stereo not drawn) | -1.0 | 60* | -0.1 | 6 | 32 | -6 | 5 | nt | -7 | 0
CCOc1ccc(S(=O)(=O)NCCC(=O)OCN2C(=O)c3ccccc3C2=O)cc1 | -0.1 | 1 | nt | -1 | 17 | 9 | 2 | nt | 0 | 4
CC(=O)C1CCC2C3CCC4CC(O)CCC4(C)C3C(O)CC12C (stereo not drawn) | 0.4 | -1 | -3.8 | 4 | nt | 8 | nt | 3.0 | -9 | nt
Cc1ccc(/C=C/C(=O)Nc2cc(S(=O)(=O)N3CCOCC3)ccc2N2CCOCC2)cc1 | 1.3 | 8 | i | -3 | nt | 3 | nt | 0.3 | -5 | 5
COC(=O)c1cn(C(=O)c2ccc(C)cc2)c2ccccc12 | 0.5 | -2 | -5.6 | -6 | 0 | -10 | 2 | 1.8 | -8 | -3
O=C(NC1CCCCC1)c1ccc(N2CCCC2=O)cc1 | -0.3 | 0 | 1.4 | 5 | 21 | 7 | -4 | nt | 1 | -7
CCN(CC)c1ccc(NC(=O)Nc2cccc(C(C)=O)c2)cc1 | -0.3 | -10 | 2.2 | -8 | -28 | -13 | -1 | nt | 37 | 0
CCOc1ccc(NC(=O)c2cc3ccccc3cc2OC)cc1 | 0.2 | 12 | i | 3 | 26 | 12 | 3 | 1.7 | -3 | -2
CC(Sc1nnc(C2CC2)n1C1CC1)C(=O)NCc1cccs1 (stereo not drawn) | 15 | ? | -0.9 | 5 | nt | -2 | nt | 3.3 | 0 | nt
COc1cccc(C(=O)Nc2ccc(C(=O)NCC3CCCO3)cc2)c1 (stereo not drawn) | -0.5 | 11 | -0.5 | 11 | nt | -11 | nt | 0.1 | 7 | -6
Cc1nc(NC(=O)C2CCCC2)sc1Cc1ccc2c(c1)OCO2 | 1.5 | -3 | i | -4 | -14 | -10 | 3 | 0.3 | 5 | -2
CC(=O)N1c2c(cc(Br)cc2S(=O)(=O)N2CCN(C(=O)c3ccco3)CC2)CC1C (stereo not drawn) | -0.2 | 2 | -11 | 1 | 44 | 5 | -4 | nt | -1 | 2
Cc1cc2nc(C)n(CCCNC(=O)Nc3cccc4ccccc34)c2cc1C | 0.0 | -11 | i | 3 | 43 | 22 | -8 | nt | -5 | -4
COc1cc(CNn2nnnc2N)ccc1OCC(=O)NC(C)(C)C | -0.8 | -1 | i | 3 | -23 | -3 | 0 | nt | -8 | -3
CCOc1ccc2c(c1)c(N=Nc1cccc(C(=O)O)c1)c(O)n2C | -0.7 | 0 | -0.2 | -4 | 1 | -7 | 4 | nt | 7 | -4
O=C(Nc1cccc(NC(=O)c2ccccc2Cl)c1)c1ccco1 | -1.1 | 1 | i | 4 | 14 | -1 | 5 | -0.8 | -8 | 1
O=S(=O)(Nc1ccc(Cc2ccncc2)cc1)c1ccc(Cl)s1 | 0.0 | 0 | i | -5 | 5 | 12 | 1 | nt | -10 | 0
Cc1ccc(C(=O)n2cnc3ccccc32)cc1C | 1.1 | 4 | -8.3 | -6 | -15 | -9 | 19* | 4.4 | -15 | 5
COC(=O)c1cc(NCc2c(F)cccc2Cl)ccc1N1CCOCC1 | -0.8 | -3 | -0.3 | -13 | -5 | 26 | 3 | nt | -4 | 7
O=C(NC(C(=O)O)c1ccccc1)c1ccc(S(=O)(=O)N2CCOCC2)cc1 (stereo not drawn) | 0.0 | -1 | -0.5 | 5 | 10 | 5 | 2 | nt | -8 | 13
Cc1ccc2nc(CSc3nnc4ccccn34)cc(=O)n2c1 | -1.6 | 3 | -0.6 | 6 | -9 | -11 | -3 | 0.8 | -12 | 0
